Keap1-Nrf2 PPI: Keap1-Nrf2 (human) interaction inhibition | Q14145 | Keap1 Kelch-Nrf2 peptide fluorescence polarization, 1536-well | inhibition, % at 9.4 µM | 340,000 tested, 0.15% active | AID 504523; in the data active = inhibition above about 12%; inconclusive = no clear call, values can overlap the other calls; inactive = below about 7.3%;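 also: human Keap1 Kelch domain with fluorescein labeled Nrf2 9mer peptide probe; 0% = neutral control wells and 100% = peptide positive control; higher means more block of Keap1 binding to Nrf2 peptide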
OPRM1-OPRD1 inv: inverse agonists of human mu-delta opioid receptor heterodimerization. 340,000 tested, 0.21% active. inhibition, % at 9.3 µM. cell-based MOR-DOR heterodimer luminescence, inverse agonism. P35372+P41143; in the data active = inhibition above about 22%, passing the limit was not always enough;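 also: 0% = cells with DMSO and 100% = wells without cells with DMSO; values of inactives mirror those of a sister screen read the other way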
Target sequence (P35372 whole entry, looked up): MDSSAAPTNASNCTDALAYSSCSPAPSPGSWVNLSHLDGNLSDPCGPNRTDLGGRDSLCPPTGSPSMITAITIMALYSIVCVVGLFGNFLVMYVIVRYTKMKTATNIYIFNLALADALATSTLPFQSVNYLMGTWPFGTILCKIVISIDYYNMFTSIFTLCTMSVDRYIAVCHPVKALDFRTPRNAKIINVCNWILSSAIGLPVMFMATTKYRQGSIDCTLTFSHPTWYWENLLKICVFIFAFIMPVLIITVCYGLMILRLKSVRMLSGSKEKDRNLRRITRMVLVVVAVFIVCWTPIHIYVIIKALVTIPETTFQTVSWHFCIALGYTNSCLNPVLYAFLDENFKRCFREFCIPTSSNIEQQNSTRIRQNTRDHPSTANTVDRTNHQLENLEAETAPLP
Target sequence (P41143 whole entry, looked up): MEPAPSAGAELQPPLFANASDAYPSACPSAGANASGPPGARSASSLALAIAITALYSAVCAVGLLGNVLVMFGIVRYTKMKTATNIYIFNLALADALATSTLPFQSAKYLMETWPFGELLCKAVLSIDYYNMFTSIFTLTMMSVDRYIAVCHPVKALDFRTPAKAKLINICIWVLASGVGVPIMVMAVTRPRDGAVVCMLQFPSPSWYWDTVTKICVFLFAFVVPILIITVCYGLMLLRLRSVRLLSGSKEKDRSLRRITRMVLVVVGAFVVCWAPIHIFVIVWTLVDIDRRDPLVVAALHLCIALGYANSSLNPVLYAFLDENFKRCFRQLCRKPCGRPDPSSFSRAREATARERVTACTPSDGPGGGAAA
LANA DNA inh: KSHV C-LANA DNA binding inhibition | MBP-C-LANA/FAM-LBS DNA binding, fluorescence polarization | inhibition, % at 9 µM | 340,000 tested, 0.078% active | AID 504423;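 active = highest replicate inhibition at or above 60% at 9 µM, even if other replicates fall short; inactive = all replicates below 60% inhibition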;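 also: 0% = neutral control wells and 100% = 4 µM acridine orange control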
OPRM1-OPRD1 ag: OPRM1-OPRD1 heterodimerization agonism; P35372+P41143; cells, luminescence; activation, % at 9.3 µM; 340,000 tested, 0.3% active; AID 504326; in the data active = activation above about 18%;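 also: 0% = vehicle-treated cells and 100% = reference agonist; values of inactives mirror those of a sister screen read the other way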
Wnt act: Wnt/beta-catenin pathway activation | 300,000 tested, 1.2% active | Wnt/beta-catenin reporter cell assay, activator, plate reader | activation, % at 9.35 µM | AID 743398; in the data active = activation above about 30%, passing the limit was not always enough; inconclusive = no clear call, values can overlap the other calls;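 also: 0% = neutral control wells and 100% = positive control wells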
DSG3 Ab inh: blocks pemphigus antibody binding to human desmoglein-3; 310,000 tested, 0.48% active; P32926; binding (percent of control), % at 10 µM; DSG3-coupled beads, scFv-anti-DSG3-GFP binding, flow cytometry; hits give low values;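 active = binding more than 3 SD below its plate's average and above zero; inconclusive = below that plate limit but binding exactly zero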;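 also: hits lower antibody fragment binding to DSG3; some compounds called inactive have numbers as strong as hits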
V-ATPase pH: regulators of yeast V-ATPase proton transport; S. cerevisiae, pHLuorin cytosolic pH fluorescence; response, % at 10 µM; 350,000 tested, 0.37% active; AID 504577; in the data active = response mostly above about 7.3%, no sharp cut-off; inactive = mostly below about 5.4%; also: actives read high; inactives centre near 0; some compounds called inactive have numbers as strong as hits; reference of the scale not given here
Cardiac RTF inh: cardiac RTF calcium desensitization. IANBD-labeled cardiac RTF, Ca2+ fluorescence. P19429+P45379. inhibition, % at 7.15 µM. 340,000 tested, 0.12% active;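 active = inhibition above the mean inhibition of all tested compounds plus 3 SD, cut at about 17% in these data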;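 also: assay run at fixed EC70 calcium of 1.6 mM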
Arr AP2 block: human beta-arrestin and AP2 interaction inhibition. FITC-arrestin peptide / GST-AP2 beads, flow cytometry; AP2 beta2 appendage carries R879A mutation. inhibition, % at 10 µM. 340,000 tested, 0.31% active. AID 504490;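 active = inhibition above a set limit, near 3 SD of compounds lacking own fluorescence, cut at about 54% in these data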;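 also: plate controls were DMSO wells for no effect and 5 µM unlabelled arrestin peptide for full effect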
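system = GST-tagged AP2 beta2-adaptin appendage (R879A) on 4 µm glutathione beads | reagent = FITC-labelled arrestin peptide probe, 50 nM final | schedule = compound with beads 12 min RT, then probe 1 h RT | signal = HyperCyt-sampled flow cytometry, FL1 channel, ex 488/em 535 nm | read-out = percent response from loss of bead-bound FITC fluorescence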
RTF Ca sens act: increases calcium sensitivity of human cardiac regulated thin filaments. IANBD-labeled TnC RTF fluorescence at EC20 calcium; 0% EC20 calcium, 100% full calcium. activation, % at 7.2 µM. 340,000 tested, 0.24% active;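 active = activation above the mean over all tested compounds plus 3 SD, cut at about 30% in these data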;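 also: rise in fluorescence read as greater calcium sensitivity of cardiac thin filaments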
* hit, by the source's call; u = inconclusive; x = no result given.

SMILES	Keap1-Nrf2 PPI	OPRM1-OPRD1 inv	LANA DNA inh	OPRM1-OPRD1 ag	Wnt act	DSG3 Ab inh	V-ATPase pH	Cardiac RTF inh	Arr AP2 block	RTF Ca sens act
CC1(C)CC2CC(C)(CN2S(=O)(=O)c2ccc(C(=O)Nc3ccc(Cl)c(S(=O)(=O)N4CCOCC4)c3)cc2)C1 (centres undefined)	3	-27	0.2	4.6	x	122	-5	-5	30	-4
Cc1ccc(C(=O)OCC(=O)Nc2ccc(N3CCOCC3)cc2)cc1	0	24	-0.8	-4.9	-3	108	5	5	-14	2
O=C(CCCn1c(=O)oc2ccccc21)N1CCN(c2ccccn2)CC1	-2	14	-0.1	-2.5	5	88	-92	9	-14	-1
CS(=O)(=O)N(Cc1ccccc1)c1ccccc1C(=O)N1CCN(c2ccccc2)CC1	5	13	16	-2.3	-7	x	0	-9	-3	1
CC1=CCC(C(=O)O)C(C(=O)Nc2cccnc2)C1 (centres undefined)	-2	-1	0.9	0.2	-1	101	3	-3	13	6
CCC(C(=O)NCCCN1CCCCCC1)n1nc(C)c2sc3ccccc3c2c1=O (centres undefined)	-6	10	-0.4	-1.9	-2	103	3	5	-1	1
Cc1cc(C(=O)N2CCN(S(=O)(=O)c3ccccc3F)CC2)c(C)o1	-1	4	-2.0	-0.8	-2	99	4	6	1	-3
CC(C)(C)N(Cc1ccccc1)C(=O)COC(=O)CN1C(=O)C2CC=CCC2C1=O (centres undefined)	-4	9	1.0	-1.6	0	103	-1	-1	5	1
CCOc1ccc(NC(=O)CN(C)C(=O)c2cc(S(=O)(=O)N3CCCCCC3)ccc2OC)cc1OCC	-4	10	1.1	-1.5	-1	100	4	-9	0	-8
NC(=S)NN=C1CCCCCCCCCC1	-2	12	-0.8	-2.2	-3	91	0	5	-9	-6
CCCC(=O)Nc1ccc(C(=O)COC(=O)c2cc(C)oc2C)cc1	-3	7	1.4	-1.6	12	x	-1	-4	-4	0
CCC(NC(=S)NC1CCCCC1)c1ccccc1 (centres undefined)	-1	-5	0.1	0.9	-5	x	1	-3	1	3
OC(C[n+]1ccccc1)c1ccccc1 (centres undefined)	1	17	-0.7	-3.5	0	99	5	-2	-5	-1
Cc1ccc(C2NC(=O)c3sc(=S)n(-c4ccccc4)c3N2)cc1 (centres undefined)	3	5	-0.4	-1.0	-1	x	0	-8	-1	3
Cc1ccccc1COC(=O)c1nn(-c2ccccc2)nc1N	0	1	0.9	-0.3	4	107	0	3	-4	3
CCOc1ccccc1C1C2=C(COC2=O)Nc2cc3c(cc21)OCO3 (centres undefined)	-2	8	-0.1	-1.8	-6	95	-1	-11	0	4
Cc1cc(-c2[nH]nc3c2C(c2ccsc2)C(C#N)=C(N)O3)c(C)s1 (centres undefined)	-5	7	-1.5	-1.5	x	97	3	2	2	-6
Cn1c(N)c(C(=O)COC(=O)COc2ccc(Br)cc2)c(=O)n(C)c1=O	2	7	-0.8	-1.8	0	101	-1	8	-15	-1
O=C(Nc1ccc(F)c(Cl)c1)c1ccc2c(=O)n3c(nc2c1)CCCCC3	1	-17	0.3	3.3	u	106	2	-1	1	6
CN(C)C(=S)NC1(C)CCS(=O)(=O)C1 (centres undefined)	0	18	-2.4	-4.3	-2	105	-3	-2	-13	1
COc1cccc(OCCNc2cc(N3CCOCC3)ccc2[N+](=O)[O-])c1	-3	5	0.4	-0.8	x	103	0	6	-8	1
CC(=O)Nc1ccc(NC(=O)Cn2c(CC(=O)N3CCCC3)nc3ccccc32)cc1	-5	x	-0.1	x	-1	97	0	-5	-5	-4
COC(=O)c1cc(OC)c(OC)cc1NC(=O)C(C)c1ccc([N+](=O)[O-])cc1 (centres undefined)	0	6	1.4	-1.2	-3	106	7	-8	1	-2
Cc1ccc(C)c(NC(=O)c2nc(Cl)ccc2Cl)c1	-1	-1	-0.3	0.1	4	101	-1	-11	-14	0
CC(=O)Nc1ccc(S(=O)(=O)N[C@@H](C)C(=O)OCc2ccc(Cl)cc2)cc1	0	-15	0.8	2.8	-5	112	2	-22	-1	3

Compounds from the list above that contain a furan ring, fused or not (two):
SMILES	Keap1-Nrf2 PPI	OPRM1-OPRD1 inv	LANA DNA inh	OPRM1-OPRD1 ag	Wnt act	DSG3 Ab inh	V-ATPase pH	Cardiac RTF inh	Arr AP2 block	RTF Ca sens act
Cc1cc(C(=O)N2CCN(S(=O)(=O)c3ccccc3F)CC2)c(C)o1	-1	4	-2.0	-0.8	-2	99	4	6	1	-3
CCCC(=O)Nc1ccc(C(=O)COC(=O)c2cc(C)oc2C)cc1	-3	7	1.4	-1.6	12	x	-1	-4	-4	0

A portion from further up, as a working copy:
SMILES	Keap1-Nrf2 PPI	OPRM1-OPRD1 inv	LANA DNA inh	OPRM1-OPRD1 ag	Wnt act	DSG3 Ab inh	V-ATPase pH	Cardiac RTF inh	Arr AP2 block	RTF Ca sens act
CS(=O)(=O)N(Cc1ccccc1)c1ccccc1C(=O)N1CCN(c2ccccc2)CC1	5	13	16	-2.3	-7	x	0	-9	-3	1
CC1=CCC(C(=O)O)C(C(=O)Nc2cccnc2)C1 (centres undefined)	-2	-1	0.9	0.2	-1	101	3	-3	13	6
CCC(C(=O)NCCCN1CCCCCC1)n1nc(C)c2sc3ccccc3c2c1=O (centres undefined)	-6	10	-0.4	-1.9	-2	103	3	5	-1	1

Next part
SMILES	Keap1-Nrf2 PPI	OPRM1-OPRD1 inv	LANA DNA inh	OPRM1-OPRD1 ag	Wnt act	DSG3 Ab inh	V-ATPase pH	Cardiac RTF inh	Arr AP2 block	RTF Ca sens act
NS(=O)(=O)c1ccc(NC(=O)CN2CCc3ccccc32)cc1	-1	13	2.0	-2.6	-1	96	-2	-7	-16	1
COc1ccc(OC)c(NC(=O)CN(c2ccc(OC)c(Cl)c2)S(C)(=O)=O)c1	-4	-10	-0.2	1.8	x	100	2	-5	-7	6
O=C(COC(=O)Cc1cccs1)Nc1ccc(F)c(F)c1F	1	-2	-8.3	0.4	-3	100	-5	-11	37	-9
O=C(CS(=O)(=O)c1ccccc1)c1ccc2c(c1)OCCO2	0	23	0.1	-4.6	22	96	0	-2	21	-8
Nc1nc(SCC(=O)Nc2ncc(Cl)cc2Cl)n[nH]1	-4	13	-0.4	-3.0	-3	x	-1	-14	-5	2
O=C(O)c1ccc(N(Cc2ccccc2)S(=O)(=O)c2ccccc2)cc1	7	0	-0.1	0.0	1	93	1	-7	40	-1
O=C(c1ccccc1-c1ncc[nH]1)N1CCCC(Nc2ccc(F)cc2)C1 (centres undefined)	-9	4	0.9	-0.8	0	106	10	-1	-2	-2
CCOC(=O)COc1ccc(C(=O)CC)cc1OC	0	-3	1.9	0.4	0	98	1	-18	6	-8
O=C(NCC(c1ccco1)N1CCOCC1)C1CCCCC1 (centres undefined)	4	4	0.5	-0.7	3	95	0	-2	10	-7
CC(Oc1ccc(Br)cc1)C(=O)NCC1(N2CCCCC2)CCCCC1 (centres undefined)	-1	8	-2.5	-1.9	-3	98	-2	-5	-7	0
CC(C)C(=O)NNC(=O)CN1CCN(c2nc(-c3ccccc3)cs2)CC1	0	13	-2.3	-2.7	-2	117	2	-5	-8	1
Cc1ccc(/C=N/Nc2ccccn2)s1	4	2	0.1	-0.3	19	92	-2	-11	17	0
Fc1ccccc1CNc1ncnc2sccc12	-3	-10	0.3	1.8	-4	91	0	8	1	0
CC1CC(=O)N(CC(=O)Nc2ccc3c(c2)OCCO3)c2ccccc2S1 (centres undefined)	1	-2	0.9	0.4	-4	105	0	-3	-1	-4
O=C(CSc1nc2ccccc2o1)N1N=C(c2cccs2)CC1c1ccc(F)cc1 (centres undefined)	-3	10	0.4	-2.0	x	107	-2	-5	-7	6
O=S(=O)(c1ccc(NC(=S)Nc2ccc3c(c2)OCO3)cc1)N1CCOCC1	-2	1	1.3	-0.2	x	97	-1	-8	0	3
CN1CCN(c2ccc(C(=O)c3ccc(Br)cc3)cc2[N+](=O)[O-])CC1	-2	-15	-0.1	2.3	3	91	-5	-9	0	-4
Cc1cc(O)cc(C)c1NS(=O)(=O)c1ccc2ccccc2c1	-3	-3	0.2	0.6	0	92	-3	-6	-5	-8
C=CCSc1ccsc1C(=O)O	-3	12	1.2	-2.0	x	x	2	-9	4	5
S=c1[nH]nc(-c2ccco2)n1/N=C/c1cccc(Cl)c1	-4	9	-0.3	-1.8	1	x	6	-4	-13	-1
CCOc1ccc(-n2cnnn2)cc1S(=O)(=O)Nc1c(C)cccc1C	-3	12	-0.5	-2.1	-2	104	5	-13	2	0
CC(=O)c1ccc(N2CCN(C(=O)Nc3cccc(F)c3)CC2)cc1	-5	6	-1.2	-1.1	-1	102	-2	6	18	5
Cc1cc(Oc2ccccc2)nc(SCC(=O)Nc2ccc(Cl)c(Cl)c2)n1	-1	-3	1.0	0.6	-5	97	-2	-3	4	0
C/C(=N\NC(=O)c1ccc(Cl)cc1)c1ccc(Br)s1	2	-16	-0.3	2.8	-3	101	-4	2	31	-1
Cn1c(=O)cc(OCCCC(=O)N2CCN(c3ccccn3)CC2)c2ccccc21	-2	14	1.4	-2.9	x	92	4	3	-9	-1
Cc1ccc(NC2CC(=O)N(c3ccc(C)cc3)C2=O)cc1 (centres undefined)	-3	5	2.0	-0.9	x	106	-2	5	5	5
Cc1ccc(C(=O)OCC(=O)Nc2cc(C(C)(C)C)no2)c(C)c1	-2	-82	0.0	16	-1	103	-3	-7	11	2
CC(C)CCN1CC(C(=O)NCc2ccc(F)cc2)CC1=O (centres undefined)	-8	15	-3.2	-2.7	x	104	4	-1	0	2
CCOc1cc2c(cc1OCC)C(c1ccc(OC)cc1)N(c1ccccc1)C(=O)C2 (centres undefined)	-5	17	3.5	-3.1	-1	113	4	8	19	4
CC1=C(C(=O)N2CCOCC2)C(c2ccccc2F)C2=C(CCCC2=O)N1 (centres undefined)	2	9	0.0	-1.6	x	100	0	-8	4	-2

Random excerpt: 3 records from the list, in no set order.
SMILES	Keap1-Nrf2 PPI	OPRM1-OPRD1 inv	LANA DNA inh	OPRM1-OPRD1 ag	Wnt act	DSG3 Ab inh	V-ATPase pH	Cardiac RTF inh	Arr AP2 block	RTF Ca sens act
CN(C)C(=S)NC1(C)CCS(=O)(=O)C1 (centres undefined)	0	18	-2.4	-4.3	-2	105	-3	-2	-13	1
S=c1[nH]nc(-c2ccco2)n1/N=C/c1cccc(Cl)c1	-4	9	-0.3	-1.8	1	x	6	-4	-13	-1
Cc1ccc(/C=N/Nc2ccccn2)s1	4	2	0.1	-0.3	19	92	-2	-11	17	0

Limited to Wnt act and OPRM1-OPRD1 inv, for 5 of the compounds above:
SMILES | Wnt act | OPRM1-OPRD1 inv
C=CCSc1ccsc1C(=O)O | x | 12
S=c1[nH]nc(-c2ccco2)n1/N=C/c1cccc(Cl)c1 | 1 | 9
CCOc1ccc(-n2cnnn2)cc1S(=O)(=O)Nc1c(C)cccc1C | -2 | 12
CC(=O)c1ccc(N2CCN(C(=O)Nc3cccc(F)c3)CC2)cc1 | -1 | 6
Cc1cc(Oc2ccccc2)nc(SCC(=O)Nc2ccc(Cl)c(Cl)c2)n1 | -5 | -3
